# M. tuberculosis HTS = M. tuberculosis growth inhibition, HTS (AID 449762); one-dose inhibition, % at 25 µM; IC50 in µM for titrated hits; M. tuberculosis H37Rv growth inhibition, 7H9 media; higher % means a stronger effect; 0.59% of 330,000 active; in the data active = a potency from the dose series; inconclusive = inhibition above about 70% without an active follow-up result;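 note: bacterial growth assessed after seven days of incubation; strong numbers were not always called active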
# influenza NS1A = H1N1 influenza NS1A inhibitors, functional cell based assay (AID 504329). NS1A functional cell-based assay, percent inhibition; higher % means a stronger effect. one-dose inhibition, % at 12.5 µM; IC50 in µM for titrated hits. 0.3% of 340,000 active; in the data active = a potency from the dose series; inconclusive = inhibition above about 27% without an active follow-up result; note: strong numbers were not always called active
# VEEV TC-83 Vero = inhibitors of VEEV TC-83 cytopathic effect, confirmation, Vero cells (AID 588727) | Vero cells, VEEV TC-83 cytopathic effect inhibition; higher % means a stronger effect | inhibition, % at 20 µM; hits with a dose series show IC50 in µM | 0.13% of 350,000 active; in the data active = a potency from the dose series; inconclusive = inhibition mostly from about 14% at the one dose, without a potency; inactive = the rest, 99 in 100 with inhibition below about 12%; note: strong numbers were not always called active
# tuberculosis growth = growth inhibition of non-replicating M. tuberculosis (AID 488890); inhibition, % at 25 µM; hits with a dose series show IC50 in µM; Mycobacterium tuberculosis non-replicating, growth inhibition; higher % means a stronger effect; 0.39% of 320,000 active; in the data active = a potency from the dose series; inconclusive = inhibition mostly from about 82% at the one dose, without a potency; inactive = the rest, 99 in 100 with inhibition below about 76%;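 note: plate controls were DMSO cells for no effect and high antibiotic wells for full effect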
# PhoP GFP inhibition = PhoP regulon inhibitors, Salmonella typhi PhoP promoter GFP reporter, confirmatory (AID 1850); Salmonella Typhi PhoP-promoter GFP reporter, fluorescence, 4 h; higher % means a stronger effect; inhibition, % at 50 µM, or IC50 in µM where a hit was titrated; 0.33% of 310,000 active; in the data active = a potency from the dose series; inconclusive = inhibition mostly from about 25% at the one dose, without a potency; inactive = the rest, 99 in 100 with inhibition below about 19%;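 note: 0% = induced wells with vehicle and 100% = uninduced wells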
# VEEV TC-83 Vero 10K pilot screen = recorded beside VEEV TC-83 Vero, whose call it bears; inhibition, %; measured here: 10K pilot screen inhibition
# * = called active by the depositor; i = inactive; u = inconclusive; x = no result given. No enrichment for hits, and some 1.6% of all compounds hit somewhere here.
SMILES,M. tuberculosis HTS,influenza NS1A,VEEV TC-83 Vero,tuberculosis growth,PhoP GFP inhibition,others
N#Cc1ccccc1OCC(=O)OCC(=O)NC1CCCC1,6%,1%,2.2%,-9%,x,
COc1ccc(N2CC(C(=O)OCC(=O)Nc3ccccc3C)CC2=O)cc1 (stereo unspecified),3%,-12%,i,-3%,8%,
COc1cc(NC(=O)c2ccc(C)cc2)c(OC)cc1NC(=O)CN1CCCCC1,u,8%,9.1%,51%,7%,
C[C@H](CO)N1C[C@H](C)[C@@H](CN(C)C(=O)NC2CCCCC2)Oc2c(NC(=O)Nc3ccccc3)cccc2C1=O,-6%,8%,8.4%,18%,x,
CCCCCCSc1nsc(NC(=O)CCC)n1,4%,-10%,2.8%,u,4%,
O=C(NCCCN1CCOCC1)C(=O)N/N=C/c1c2ccccc2cc2ccccc12,4%,-7%,9.1%,25%,-3%,
COc1cc(/C=C2\SC(=S)N(Nc3ccccc3)C2=O)cc(OC)c1OC,u,15%,2.0%,19%,-7%,
CC1(C)CC(=O)C(CC(=O)N2CCC(Cc3ccccc3)CC2)C(=O)C1,1%,3%,i,12%,-12%,
COc1cc(S(=O)(=O)NC2CCCC2)ccc1Cl,10%,1%,0.4%,-6%,7%,
Cc1ccnc(NC(=O)CCc2c(C)nc3ncnn3c2C)c1,9%,0%,3.1%,9%,-5%,
Cc1nc(C)c(-c2ccc(SCC(=O)Nc3cccc(Cl)c3)nn2)s1,-7%,19%,1.4%,25%,3%,
CCCN1CCc2c(sc(NC(=O)Cc3ccc(F)cc3)c2C(N)=O)C1,2%,3%,5.7%,0%,2%,
Cc1ccc(C)c(OCCC(=O)NCCc2ccc(Cl)cc2)c1,0%,18%,6.5%,11%,-7%,
Cc1cccc(OCc2nnc(SCC(=O)Nc3sc(C)c(C)c3C#N)n2C)c1,-3%,-8%,3.8%,-7%,-1%,
C/C(=N\NC(=O)c1nn(C)cc1Br)c1ccncc1,-6%,-2%,0.3%,9%,-10%,
CCc1cccc(CC)c1NC(=O)Cn1c(-c2ccc(F)cc2)noc1=O,8%,-3%,i,15%,-13%,
Cc1ccc(S(=O)(=O)N2CCN(C(=O)CSc3ccccn3)CC2)c(C)c1,-7%,-4%,4.1%,-1%,3%,
CC(C)COc1cccc(C(=O)Nc2ccc(CN3CCOCC3)cc2)c1,7%,3%,0.3%,11%,4%,
COc1cc(C)c(N)cc1C(C)C,-5%,9%,0.6%,2%,-7%,
Cc1cc(C)n(CC(=O)NC2CCCc3c2cnn3-c2ccc(C)c(C)c2)n1 (stereo unspecified),4%,6%,i,14%,9%,

# Of the compounds above, 2 contain fluorine.
SMILES,M. tuberculosis HTS,influenza NS1A,VEEV TC-83 Vero,tuberculosis growth,PhoP GFP inhibition,others
CCCN1CCc2c(sc(NC(=O)Cc3ccc(F)cc3)c2C(N)=O)C1,2%,3%,5.7%,0%,2%,
CCc1cccc(CC)c1NC(=O)Cn1c(-c2ccc(F)cc2)noc1=O,8%,-3%,i,15%,-13%,

# Returning to the listing, repeating the 5 entries before the break.
SMILES,M. tuberculosis HTS,influenza NS1A,VEEV TC-83 Vero,tuberculosis growth,PhoP GFP inhibition,others
CCc1cccc(CC)c1NC(=O)Cn1c(-c2ccc(F)cc2)noc1=O,8%,-3%,i,15%,-13%,
Cc1ccc(S(=O)(=O)N2CCN(C(=O)CSc3ccccn3)CC2)c(C)c1,-7%,-4%,4.1%,-1%,3%,
CC(C)COc1cccc(C(=O)Nc2ccc(CN3CCOCC3)cc2)c1,7%,3%,0.3%,11%,4%,
COc1cc(C)c(N)cc1C(C)C,-5%,9%,0.6%,2%,-7%,
Cc1cc(C)n(CC(=O)NC2CCCc3c2cnn3-c2ccc(C)c(C)c2)n1 (stereo unspecified),4%,6%,i,14%,9%,
O=C(NCc1cccs1)C1CC(O)CN1C(=O)Nc1ccccc1 (stereo unspecified),1%,4%,0.9%,-4%,-1%,
CN(C)c1cccc(C(=O)NNC(=O)C23CC4CC(CC(C4)C2)C3)c1,0%,2%,1.4%,23%,x,
C/C(=N\NC(=O)c1nonc1N)c1cccs1,3%,-8%,0.4%,36%,2%,
COc1ccc([C@H]2C=C3CN(C(=O)OC(C)(C)C)S(=O)(=O)[C@H]3C[C@H]2OC(=O)c2ccc(C(F)(F)F)cc2)cc1,61%,-3%,i,32%,-7%,
COC(=O)c1ccccc1NC(=O)c1ccccc1SC,24%,4%,2.0%,35%,3%,
Nc1ccc(C#Cc2ccc3sc4ccccc4c(=O)c3c2)cc1,33%,10%,0.1%,23%,8%,
CC(C)N(Cc1ccc(F)cc1)C(=O)c1cc2ccccc2oc1=O,9%,-5%,1.3%,2%,-8%,
Cc1cc(C)cc(NC(=O)CSc2nnc(CNC(=O)c3ccco3)n2C)c1,3%,-15%,6.2%,0%,x,
COc1cccc(CN(C)C(=S)Nc2ccc(C)c(C)c2)c1,8%,-2%,0.8%,-7%,-13%,
O=C1NC(c2ccccc2)=NC1(NS(=O)(=O)c1ccc(Cl)cc1)C(F)(F)F (stereo unspecified),13%,7%,0.2%,20%,0%,
COc1ccc(CN2CCNC(=O)C2CC(=O)N2CCc3ccccc3C2)c(OC)c1 (stereo unspecified),-2%,9%,5.4%,1%,5%,
O=[N+]([O-])c1ccc(N2CCCC2)c2ccncc12,-9%,-6%,1.7%,-13%,21%,
Fc1cccc(Nc2nc3ccccc3n3cnnc23)c1,3%,3%,i,0%,-8%,
S=C(NCc1ccc(Cl)cc1)NCc1ccco1,0%,-3%,2.8%,u,-11%,
CCOC(=O)C[C@H]1c2ccccc2S(=O)(=O)N1c1ccccc1,3%,-16%,2.7%,0%,7%,
COC(=O)c1cccc(C23CC4(C2)[C@H](CN(C)[C@@H]4c2ccccc2)C3c2ccccc2)c1 (stereo partly specified),7%,-7%,i,13%,1%,
O=C(CSc1ccsc1[N+](=O)[O-])NCc1ccco1,-1%,7%,i,53%,5%,VEEV TC-83 Vero 10K pilot screen=0.3
O=C(CSc1nnc(Nc2ccccc2)s1)NC1CCS(=O)(=O)C1 (stereo unspecified),1%,6%,0.9%,-8%,x,
CCOC(=O)N1CCC(NC(=O)Cn2cc3c(n2)CCC(C)C3)CC1 (stereo unspecified),-5%,-15%,1.1%,-1%,-3%,
O=C1NN=C(c2ccc(Cl)cc2)CC1c1cccc(Cl)c1 (stereo unspecified),9%,-4%,4.8%,28%,-6%,

# Overlap with the part before: 2 entries, then new ones.
SMILES,M. tuberculosis HTS,influenza NS1A,VEEV TC-83 Vero,tuberculosis growth,PhoP GFP inhibition,others
CCOC(=O)N1CCC(NC(=O)Cn2cc3c(n2)CCC(C)C3)CC1 (stereo unspecified),-5%,-15%,1.1%,-1%,-3%,
O=C1NN=C(c2ccc(Cl)cc2)CC1c1cccc(Cl)c1 (stereo unspecified),9%,-4%,4.8%,28%,-6%,
COc1ccc(CC(=O)NC(=S)NNC(=O)COc2c(C)cccc2C)cc1,14%,3%,11µM*,44%,2%,
COC(=O)C1=C(c2ccc(S(C)(=O)=O)cc2)C[C@@H]2CC[C@H]1N2C(=O)NC1CC1,-8%,-6%,0.2%,-10%,-13%,
CC(=O)CCN1CCOCC1,-7%,5%,0.3%,1%,7%,
COc1ccc2c(c1OC)C(=O)N(c1ccc(C)cc1)C2=O,-5%,9%,0.3%,8%,143µM*,
CC1(OC(=O)C2CCCC2)C(=O)C=C2C=C(c3ccsc3)N(Cc3ccc4c(c3)OCO4)C=C2C1=O (stereo unspecified),0%,4%,i,18%,1%,
O=C(NCc1n[nH]c(=S)n1-c1ccccc1)c1ccc(S(=O)(=O)N2CCCCC2)cc1,3%,0%,0.9%,-34%,-7%,
COC(=O)c1cc(S(=O)(=O)NCc2cc(OC)c(OC)c(OC)c2)cn1C,2%,1%,0.9%,-4%,0%,
Cc1cc(C)c2c(=O)n(CC(=O)Nc3cccc(Cl)c3C)sc2n1,2%,11%,1.3%,7.2µM*,3%,
COc1ccc(-n2c(C)cc(C(=O)COC(=O)c3cc(NC(=O)c4cccs4)c(OC)c(OC)c3)c2C)cc1,6%,2%,7.8%,11%,-9%,
CC(C)c1nc(CNC(=O)C2CCC(=O)N(Cc3ccc(Cl)cc3)C2)no1 (stereo unspecified),-2%,-13%,2.0%,2%,-15%,
Cn1c2c(c(=O)n3ncnc13)CCCC2,-9%,-18%,i,-2%,19%,
NC(=O)c1nsc(C(=O)N(CC(=O)NC2CCCCC2)c2cccc(F)c2)c1N,6%,-10%,4.4%,-1%,-1%,
Cc1ccccc1Nc1nc(N)nc(COC(=O)C(NC(=O)c2ccco2)C(C)C)n1 (stereo unspecified),4%,-20%,1.7%,16%,-3%,
CCc1ccc(N2CC(C(=O)OCC(=O)NNC(=O)c3ccccc3)CC2=O)cc1 (stereo unspecified),-2%,-12%,1.8%,-8%,-3%,
CCCc1cc(NCCCn2ccnc2)n2nc(C)c(-c3ccccc3)c2n1,u,3%,4.8%,i,7%,
CCOC(=O)c1ccc(NS(=O)(=O)c2cnc[nH]2)cc1,-1%,7%,1.6%,x,-2%,
O=C(CCC(=O)N(CC(=O)NC1CCCC1)Cc1ccc2c(c1)OCO2)Nc1ccccn1,1%,-2%,7.4%,-7%,2%,
CCN(CC)CCCN=C(C)c1c(O)n(C2CCCCC2)c(=O)[nH]c1=O,-10%,5%,4.2%,11%,-6%,
O=C(c1cccc(S(=O)(=O)NCc2ccccc2)c1)N1CCN(c2ccccc2)CC1,7%,0%,i,17%,x,
CCC(=O)NCCSc1c[nH]c2ccccc12,4%,9%,0.3%,17%,-6%,
O=C1c2cc([N+](=O)[O-])cc3cc([N+](=O)[O-])cc(c23)C(=O)N1c1ccccn1,u,9%,16µM*,3.5µM*,1%,VEEV TC-83 Vero 10K pilot screen=83*
Cc1cccc(C)c1Nc1c(-c2ccsc2)nc2ncccn12,5%,3%,i,-1%,-1%,
CC(C)(C)C(=O)NNC(=O)C1CC1(c1ccccc1)c1ccccc1 (stereo unspecified),-1%,-6%,0.1%,-9%,1%,
Cc1ccc(C(=O)NC(C)c2ccc3c(c2)OCO3)s1 (stereo unspecified),-1%,-9%,0.8%,74%,-8%,
COc1ccc(O)c(C2(O)C(=O)c3ccccc3C2=O)c1,2%,7%,i,-9%,2%,

# Arranged by number of heavy atoms (low to high): part of the list above
SMILES,M. tuberculosis HTS,influenza NS1A,VEEV TC-83 Vero,tuberculosis growth,PhoP GFP inhibition,others
Cc1ccc(C(=O)NC(C)c2ccc3c(c2)OCO3)s1 (stereo unspecified),-1%,-9%,0.8%,74%,-8%,
COc1ccc(O)c(C2(O)C(=O)c3ccccc3C2=O)c1,2%,7%,i,-9%,2%,
Cc1cccc(C)c1Nc1c(-c2ccsc2)nc2ncccn12,5%,3%,i,-1%,-1%,

# Screening results as filed in PubChem BioAssay.
